Screens: PubChem BioAssay, several laboratories
MazEF act – activators of E. coli MazEF toxin-antitoxin RNase. activation, % at 20 µM. 0.32% of 350,000 active. FAM/BHQ RNA-DNA oligo cleavage fluorescence, 5 h. P0AE70. AID 504720; in the data active means activation above about 50%
PrPC TRFRET – inhibitors of human cell surface prion protein PrPC; inhibition, % at 13.8 µM; P04156; TR-FRET read-out; AID 720596; 0.43% of 370,000 active; in the data active means inhibition above about 24%; further: 0% = median of the test wells and 100% = reference compound wells
SSB-PriA inh – blocks PriA binding to SSB C-terminal tail. 0.6% of 430,000 active. inhibition, % at 33 µM. AlphaScreen SSBct-PriA binding, biotinylated peptide; in the data active means inhibition mostly above about 37%, no sharp cut-off; inactive means mostly below about 20%;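 further: plate controls were negative control peptide for no effect and reference peptide for full effect; strong numbers were not always called active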
CCHFV vOTU inh – blocks the CCHF virus ovarian tumor domain protease. CCHFV vOTU protease, Pep-AMC fluorescence. inhibition, % at 11.5 µM. AID 651958. 0.55% of 370,000 active; in the data active means inhibition above about 30%; further: 0% = vehicle wells with enzyme and 100% = no enzyme wells
TcdB inh – blocks C. difficile toxin B glycohydrolase activity; P18177; TcdB glycohydrolase enzymatic assay, plate reader; inhibition, % at 9.99 µM; 0.24% of 350,000 active; in the data active means inhibition above about 10%
Target sequence (P18177 whole entry, looked up): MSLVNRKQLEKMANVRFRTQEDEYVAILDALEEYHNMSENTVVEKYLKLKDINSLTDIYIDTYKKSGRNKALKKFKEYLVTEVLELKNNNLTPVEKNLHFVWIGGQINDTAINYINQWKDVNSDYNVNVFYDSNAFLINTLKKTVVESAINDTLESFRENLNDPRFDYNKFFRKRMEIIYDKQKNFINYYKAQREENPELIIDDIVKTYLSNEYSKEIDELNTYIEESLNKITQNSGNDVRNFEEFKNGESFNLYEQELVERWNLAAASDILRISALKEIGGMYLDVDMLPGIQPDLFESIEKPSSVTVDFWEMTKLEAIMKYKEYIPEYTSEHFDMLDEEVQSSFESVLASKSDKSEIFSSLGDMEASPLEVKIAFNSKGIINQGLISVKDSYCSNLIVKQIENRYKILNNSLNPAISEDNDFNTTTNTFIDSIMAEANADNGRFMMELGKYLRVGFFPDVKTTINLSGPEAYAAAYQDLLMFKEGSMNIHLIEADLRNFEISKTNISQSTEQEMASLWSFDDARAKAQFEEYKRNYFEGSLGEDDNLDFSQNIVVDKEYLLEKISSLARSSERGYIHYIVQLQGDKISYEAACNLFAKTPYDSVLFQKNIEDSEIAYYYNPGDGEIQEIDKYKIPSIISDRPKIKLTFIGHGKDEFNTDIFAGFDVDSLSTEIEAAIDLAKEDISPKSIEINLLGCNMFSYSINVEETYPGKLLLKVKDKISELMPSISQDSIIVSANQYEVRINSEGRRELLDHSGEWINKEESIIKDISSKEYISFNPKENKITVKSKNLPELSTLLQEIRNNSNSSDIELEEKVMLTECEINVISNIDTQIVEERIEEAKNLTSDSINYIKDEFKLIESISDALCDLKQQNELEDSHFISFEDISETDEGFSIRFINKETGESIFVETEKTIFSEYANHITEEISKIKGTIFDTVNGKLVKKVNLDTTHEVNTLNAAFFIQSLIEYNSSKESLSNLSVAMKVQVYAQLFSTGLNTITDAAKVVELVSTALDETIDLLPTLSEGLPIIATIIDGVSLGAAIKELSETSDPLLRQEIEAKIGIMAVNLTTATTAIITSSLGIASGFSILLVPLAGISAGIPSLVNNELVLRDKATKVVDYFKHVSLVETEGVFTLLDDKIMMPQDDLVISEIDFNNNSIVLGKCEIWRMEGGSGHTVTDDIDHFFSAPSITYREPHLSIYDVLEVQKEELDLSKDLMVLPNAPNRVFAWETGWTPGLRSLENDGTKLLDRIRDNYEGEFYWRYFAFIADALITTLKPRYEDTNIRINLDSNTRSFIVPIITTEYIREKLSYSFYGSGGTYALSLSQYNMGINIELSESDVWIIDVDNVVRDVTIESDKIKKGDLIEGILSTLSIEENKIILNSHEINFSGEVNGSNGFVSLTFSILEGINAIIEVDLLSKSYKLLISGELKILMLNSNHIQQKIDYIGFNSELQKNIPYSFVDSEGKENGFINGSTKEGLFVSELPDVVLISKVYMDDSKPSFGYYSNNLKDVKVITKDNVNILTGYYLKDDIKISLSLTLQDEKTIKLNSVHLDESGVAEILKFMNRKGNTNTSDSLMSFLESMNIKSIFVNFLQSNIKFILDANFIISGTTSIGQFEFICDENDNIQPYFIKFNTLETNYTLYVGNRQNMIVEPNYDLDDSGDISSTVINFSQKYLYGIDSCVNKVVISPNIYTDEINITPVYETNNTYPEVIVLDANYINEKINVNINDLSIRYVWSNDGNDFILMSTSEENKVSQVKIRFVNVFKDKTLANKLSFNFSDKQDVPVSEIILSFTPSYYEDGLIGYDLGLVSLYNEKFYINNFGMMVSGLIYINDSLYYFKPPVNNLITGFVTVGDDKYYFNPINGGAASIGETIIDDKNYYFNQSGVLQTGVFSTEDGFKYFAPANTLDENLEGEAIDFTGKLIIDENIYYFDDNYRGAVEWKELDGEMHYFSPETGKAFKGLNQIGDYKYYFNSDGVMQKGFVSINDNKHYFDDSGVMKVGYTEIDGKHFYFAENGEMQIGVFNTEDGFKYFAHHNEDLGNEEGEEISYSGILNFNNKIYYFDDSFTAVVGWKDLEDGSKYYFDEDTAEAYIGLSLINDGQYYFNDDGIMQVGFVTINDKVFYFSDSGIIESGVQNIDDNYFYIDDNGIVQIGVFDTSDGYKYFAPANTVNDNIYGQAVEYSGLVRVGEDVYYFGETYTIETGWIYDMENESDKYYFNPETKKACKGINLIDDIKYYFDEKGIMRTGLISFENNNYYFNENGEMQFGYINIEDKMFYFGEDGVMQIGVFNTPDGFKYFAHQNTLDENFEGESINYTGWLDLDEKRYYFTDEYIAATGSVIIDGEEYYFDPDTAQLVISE
3CLpro inhibitor – SARS-CoV 3CLpro protease inhibition. AID 1706. P0C6X7. 0.14% of 290,000 active. recombinant SARS-CoV 3CLpro, quenched FRET peptide cleavage. inhibition, % at 6 µM; in the data active means inhibition above about 12%
Rv3671c inh – inhibitors of M. tuberculosis serine protease Rv3671c; inhibition, % at 5.96 µM; 0.048% of 320,000 active; in the data active means inhibition above about 38%;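 further: extracellular domain of Rv3671c used as enzyme; 0% = enzyme with DMSO and 100% = no enzyme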
BH1578 lux ind – quorum light induction in luxS cqsA deficient V. cholerae; AID 588436; 0.16% of 350,000 active; activation, % at 18.7 µM; V. cholerae BH1578 lux reporter, luminescence, 6 h; in the data active means activation mostly above about 9.7%, no sharp cut-off; further: not every result past the cut was called active; inactives centre near 0; reference of the scale not given here
VHR inh abs – DUSP3 (human) phosphatase inhibition; P51452; recombinant VHR phosphatase, pNPP absorbance; inhibition, % at 13.3 µM; 0.52% of 290,000 active; AID 1654; in the data active means inhibition above about 50%; further: some compounds called inactive have numbers as strong as hits
Yp Topo-I inh – blocks Yersinia pestis topoisomerase I activity. activity, % at 10 µM. AID 504884. 0.064% of 360,000 active. Y. pestis Topo-I cleavage product accumulation, plate reader; in the data active means activity above about 50%, passing the limit was not always enough; further: inactives centre near 2
Active calls of the source: *; i = inactive; nt = not tested or not shown; & = joins results of further samples.

Molecule	MazEF act	PrPC TRFRET	SSB-PriA inh	CCHFV vOTU inh	TcdB inh	3CLpro inhibitor	Rv3671c inh	BH1578 lux ind	VHR inh abs	Yp Topo-I inh
CC(=O)c1ccc(NC(=O)C(C)Sc2ccccn2)cc1 (stereo not given)	0	-6	-9	12	2.1	2	-4	-0.3	26	5
O=C(Nc1ccc(Cl)cc1)C1CCN(C(=O)c2cccs2)CC1	4	9	-4	3	-0.4	-2	-2	-4.5	30	0
O=C(COC(=O)c1ccccn1)NCc1ccc(Cl)cc1Cl	7	8	-2	-5	2.0	nt	9	-3.1	nt	-9
COc1ccc(CCC(=O)Nc2ncc(C)s2)cc1OC	3	3	2	-10	-0.7	1	-1	0.2	4	0
COc1ccc(NC(=O)NC(=O)c2ccccc2)cc1	6	9	-9	-14	1.2	-1	-3	i	-10	1
Cc1ccc(F)cc1CNC(=O)c1cc(COc2ccc3ncccc3c2)on1	-4	14	1	0	-0.1	2	-1	0.0	17	10
Cc1c(C(=O)Nc2ccc(N3CCOCC3)cc2)oc2ccccc12	3	14	31	0	nt	1	1	nt	-6	0
CCOC(=O)c1oc2cc(O)cc(O)c2c(=O)c1OCc1ccccc1	6	1	-4	-4	-0.2	nt	7	-0.3	nt	0
COc1ccc2nc3n(c(=O)c2c1)-c1cc(Cl)ccc1C(=O)NC3Cc1ccccc1 (stereo not given)	nt	10	nt	14	-1.8	nt	0	nt	nt	nt
CCNC(=S)N/N=C1\C(=O)c2cccc3cccc1c23	8	-7	nt	2	nt	2	8	0.8	2	-16
COc1ccc(NC(=O)/C(C#N)=C\c2ccc(N3CCOCC3)o2)cc1	-601	-36	10	27	0.5	1	4	-0.8	20	1
CC(C)C[C@H]1CNC(=S)N1CC1CCN(CCCCc2ccccc2)CC1	8	-13	10	21	0.1	nt	nt	i	nt	11
COc1ccc(/C=C/C(=O)OCc2nc3ccccc3c(=O)[nH]2)c(OC)c1	-1	0	-17	0	0.4	2	-1	2.3	-13	6
CCN(CC)C(=O)CN1CCN(c2ncccn2)CC1	1	-1	2	-18	0.7	-1	0	-0.1	-2	5
CCOC(=O)C1=NN(C(=O)c2ccco2)C2(CC2)C1	-7	-4	-13	15	4.9	4	5	-0.3	-1	-2
O=c1cc(-c2ccccc2)oc2ccc(Br)cc12	-11	2	-4	-11	0.1	nt	-2	9.1	nt	-11
O=C(OC1Cn2c(=O)ccc(=O)n2C1)c1ccccc1	4	-4	-18	-2	nt	-1	-4	-0.6	-2	-2
COC(=O)C1N[C@@H]([C@@H](NC(=O)COc2ccccc2)C(=O)NCc2ccsc2)SC1(C)C (stereo not given in full)	5	0	-1	-7	nt	nt	6	-1.4	nt	11
Cc1ccc2[nH]c(C)c(CCNCc3ccco3)c2c1	6	-4	1	2	0.8	3	-2	-0.2	7	-13
CCOC(=O)/C(C#N)=N/Nc1c(S(=O)(=O)Cc2ccco2)csc1C(=O)OC	2	3	nt	-5	1.5	7	-5	-0.6	10	-5
COCC1CCCN(C(=O)c2ccc3nc(Cc4cccc(Cl)c4)oc3c2)C1 (stereo not given)	5	1	-19	0	1.9	0	5	i	22	13
CC(C)(C)CN1CCNC(=O)C1CC(=O)NCCc1ccccc1C(F)(F)F (stereo not given)	8	-6	5	1	0.3	2	0	i	18	9
Clc1cccc(OCCN2CCCC2)c1	8	4	-22	-8	1.9	0	4	0.9	2	-5
CC(=O)c1cccc(N(CC(=O)NC2CCCC2)C(=O)c2csnn2)c1	5	1	8	0	-6.1	-2	2	i	12	3
CC(C)c1ccc(C2NC(=S)NC3=C2C(=O)CCC3)cc1 (stereo not given)	-2	-5	-2	16	nt	6	0	1.4	4	4

More entries follow.
Molecule	MazEF act	PrPC TRFRET	SSB-PriA inh	CCHFV vOTU inh	TcdB inh	3CLpro inhibitor	Rv3671c inh	BH1578 lux ind	VHR inh abs	Yp Topo-I inh
CCOC(=O)C1=C(c2ccccc2)NC(SCC)=C(C#N)C1c1cccnc1 (stereo not given)	-1	-3	8&-15	11	nt	5	6	i	-22	8
COc1ccc(CCNC(=O)C2CCCN(S(=O)(=O)c3ccc(OC)cc3)C2)cc1 (stereo not given)	3	-4	-11	21	1.0	-6	-6	-1.3	-36	16
O=C(c1cccc([N+](=O)[O-])c1)c1ccccn1	0	-10	0	8	-0.2	5	-2	-3.7	10	11
CCC(=O)N1CCc2cc(S(=O)(=O)NCCC(=O)N3CCc4ccccc4C3)ccc21	10	16	-12	-6	nt	3	9	-0.7	-11	23
C=CCc1cccc(/C=N/NC(=O)c2ccccc2OC)c1O	-6	2	nt	8	0.2	4	2	1.5	8	-2
COc1cccc(NC(=O)NC2(C(=O)N3CCC(O)CC3)CCCCC2)c1	8	2	-5	-1	-5.6	-4	-8	i	22	-5
CC(C)[C@H]1COCCS(=O)(=O)N1Cc1ccccc1-c1ccc(C(C)(C)C)cc1	1	-1	-17	-4	0.1	nt	nt	-1.5	nt	-9
CCOC(=O)C1CCCN(C(=O)C2(c3ccc(Cl)cc3)CCCC2)CC1 (stereo not given)	nt	8	nt	4	1.5	nt	nt	3.7	nt	34
Cc1ccc2[nH]c(SCC(=O)N3CCOCC3)nc2c1C	10	5	31	-11	nt	0	1	nt	29	8
CC(=O)COc1ccc2c(C)c(-c3ccccc3)c(=O)oc2c1	-7	4	-1	9	2.5	-4	7	-0.3	19	10
COc1ccccc1NS(=O)(=O)c1ccc(O)c(C(=O)OCC(=O)N2CCc3ccccc32)c1	11	-1	-2	0	-0.6	0	-6	-0.7	3	4
COc1ccccc1NC(=O)C1=C(C)Nc2nc3ccccc3n2C1c1cccs1 (stereo not given)	-3	10	-4	5	nt	-1	6	-0.5	-6	28
CCOC(=O)C1Nc2ccc(Br)cc2C2C=CCC12 (stereo not given)	11	-10	2	17	0.6	1	-4	-0.3	9	-10
Cc1ccc(NC(=O)COc2ccc(C3SCCS3)cc2)cc1	1	2	-11	0	1.0	-2	-7	-0.2	-1	12
CCOC(=O)[C@H]1[C@H]2COc3ccc(OC)cc3[C@@H]2N2C(=O)CN(Cc3ccc(C)cc3)C(=O)[C@@]12C	25	-5	-17	4	0.8	nt	-15	i	nt	23
O=C(N=C1SCC(=O)N1c1ccccc1)c1ccco1	2	4	-12&3	15	nt	5	-13	i	10	-4
CN(C)CCNC(=O)/C(=C/c1cccc([N+](=O)[O-])c1)NC(=O)c1ccccc1	6	-20	-18	7	0.2	-3	-4	3.4	-11	1
C=CCn1c(SCC(=O)Nc2cc(C)on2)nnc1C1COc2ccccc2O1 (stereo not given)	-1	-4	-3	-6	nt	-5	-4	-0.3	-2	24
O=C(O)c1cc(-c2ccccc2)nn1CC1CC(c2cccnc2)=NO1 (stereo not given)	1	-3	-10	-5	nt	nt	8	2.9	nt	2
C=CCc1c(C)nc(SCCC)[nH]c1=O	12	-3	-7	-9	0.8	-7	1	-3.3	21	8
CCc1ccc(-c2cc(C)no2)cc1S(=O)(=O)N1CCC(C)CC1	2	7	-4	9	0.5	2	-7	-0.7	11	44
CCC1CCCCN1CCCNC(=O)CNC(=O)c1nn(-c2ccc(OC)cc2)c(=O)c2ccccc12 (stereo not given)	13	-9	-17	8	2.0	-4	0	i	7	-5
Cc1nc(SCC(=O)NCc2ccccc2)c2c(=O)n(C)c(=O)n(C)c2n1	0	-3	-12	-10	1.0	4	2	-0.1	-10	4
COc1ccc(/C=N/NC(=O)C(O)(c2ccccc2)c2ccccc2)cc1OC	-5	-5	nt	4	2.8	0	-1	-0.3	37	-10
CCOC(=O)c1sc(NC(=O)C2CC(=O)N(c3ccccc3OC)C2)nc1C (stereo not given)	0	-5	3	5	-0.3	nt	-2	-0.3	nt	0

Eight structures already listed, sorted by molecular weight, smallest number first.
Molecule	MazEF act	PrPC TRFRET	SSB-PriA inh	CCHFV vOTU inh	TcdB inh	3CLpro inhibitor	Rv3671c inh	BH1578 lux ind	VHR inh abs	Yp Topo-I inh
CC(C)c1ccc(C2NC(=S)NC3=C2C(=O)CCC3)cc1 (stereo not given)	-2	-5	-2	16	nt	6	0	1.4	4	4
Cc1ccc2[nH]c(SCC(=O)N3CCOCC3)nc2c1C	10	5	31	-11	nt	0	1	nt	29	8
Cc1ccc(NC(=O)COc2ccc(C3SCCS3)cc2)cc1	1	2	-11	0	1.0	-2	-7	-0.2	-1	12
O=C(O)c1cc(-c2ccccc2)nn1CC1CC(c2cccnc2)=NO1 (stereo not given)	1	-3	-10	-5	nt	nt	8	2.9	nt	2
COCC1CCCN(C(=O)c2ccc3nc(Cc4cccc(Cl)c4)oc3c2)C1 (stereo not given)	5	1	-19	0	1.9	0	5	i	22	13
COc1ccc(CCNC(=O)C2CCCN(S(=O)(=O)c3ccc(OC)cc3)C2)cc1 (stereo not given)	3	-4	-11	21	1.0	-6	-6	-1.3	-36	16
CCC(=O)N1CCc2cc(S(=O)(=O)NCCC(=O)N3CCc4ccccc4C3)ccc21	10	16	-12	-6	nt	3	9	-0.7	-11	23
COc1ccccc1NS(=O)(=O)c1ccc(O)c(C(=O)OCC(=O)N2CCc3ccccc32)c1	11	-1	-2	0	-0.6	0	-6	-0.7	3	4

(listing goes on)
Molecule	MazEF act	PrPC TRFRET	SSB-PriA inh	CCHFV vOTU inh	TcdB inh	3CLpro inhibitor	Rv3671c inh	BH1578 lux ind	VHR inh abs	Yp Topo-I inh
COc1ccccc1/C=C/C(=O)Nc1cccnc1Cl	-1	-11	2	-16	0.7	3	5	2.3	35	1
CCCNC(=O)C[C@H]1C[C@H]2c3cc(NC(=O)Nc4ccc(F)cc4)ccc3O[C@H]2[C@@H](CO)O1	-4	-3	nt	10	0.3	nt	nt	-0.3	nt	0
O=C(COc1ccc(Cl)cc1)c1ccc(O)cc1O	0	0	1	11	2.2	0	3	-0.5	8	1
COC(=O)C1(S(=O)(=O)c2ccc(C)cc2)CCOCC1	4	4	-18	19	nt	3	-10	-3.6	6	6
O=C(C1CCC(CNS(=O)(=O)c2cccs2)CC1)N1CCN(c2ccc(Cl)cc2)CC1 (stereo not given)	-3	17	-4	13	0.9	-1	2	-0.4	23	20
CC(=O)c1cc2c(cc1NC(=O)CCNC(=O)c1ccccc1Cl)OCO2	-2	-6	-16	-3	nt	-1	1	i	17	-3

These rows are one share of the data, so the mix of outcomes need not match the whole.
